Source: PubChem BioAssay
ABCB1 block: blocks JC-1 efflux by human ABCB1 transporter. AID 1326. CCRF-Adr cells, flow cytometry. actives 0.067% (n = 190,000). P08183. inhibition, % at 6.6 µM; in the data active = inhibition above about 40%;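 also: 0% = vehicle and 100% = reference inhibitor; higher value means more JC-1 retained so stronger ABCB1 efflux block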
Bim-Mcl-1: human Bim-Mcl-1 interaction inhibition | Q07820 | Bead-based flow cytometry, Bim peptide-Mcl-1 binding | inhibition, % at 10 µM | actives 0.1% (n = 190,000); in the data active = inhibition above about 40%;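 also: 0% = no compound tracer wells and 100% = peptide blocker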
GSH fluor: GSH bead compound fluorescence profile; actives 0.25% (n = 190,000); fluorescence (KMESF) at 10 µM; GSH beads flow cytometry, compound fluorescence 488/530 nm; active compounds read high; AID 1776; in the data active = fluorescence above about 89;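 also: glutathione beads carrying GST-tagged Bcl family fusion proteins plus one bare bead set; values are compound well signal with DMSO vehicle wells as background; inactives centre near 16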
RGS7-Gao reg: human RGS7-Galphao interaction regulation; actives 0.35% (n = 220,000); P09471; Multiplexed bead flow cytometry, RGS7-Galphao binding; actives lie on both sides; binding response (% of control), % at 10 µM; in the data active = binding response below about 49% or above about 150%; inconclusive = no clear call, values can overlap the other calls; inactive = in between;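 also: fluorescent Galphao held in activated GDP-AlF4 state binding bead-coupled RGS7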
Target sequence (P09471 whole entry, looked up): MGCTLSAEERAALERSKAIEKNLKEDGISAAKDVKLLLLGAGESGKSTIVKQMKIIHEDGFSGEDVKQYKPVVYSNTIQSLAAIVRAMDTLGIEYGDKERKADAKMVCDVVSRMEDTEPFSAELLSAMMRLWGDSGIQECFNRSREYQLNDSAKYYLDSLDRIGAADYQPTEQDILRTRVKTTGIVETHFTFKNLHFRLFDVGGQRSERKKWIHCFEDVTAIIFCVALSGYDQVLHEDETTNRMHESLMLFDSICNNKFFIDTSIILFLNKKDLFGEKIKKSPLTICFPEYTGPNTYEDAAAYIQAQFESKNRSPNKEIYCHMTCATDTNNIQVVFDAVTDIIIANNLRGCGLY
ABCG2 block: inhibitors of human ABCG2 transporter, ABCB1 counter-screen | IgMXP3 cells, JC-1 efflux, flow cytometry | AID 1325 | inhibition, % at 6.6 µM | actives 0.1% (n = 190,000) | Q9UNQ0;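 active = inhibition above 80%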;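 also: 0% = DMSO and 100% = nicardipine control wells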
Target sequence (Q9UNQ0 whole entry, looked up): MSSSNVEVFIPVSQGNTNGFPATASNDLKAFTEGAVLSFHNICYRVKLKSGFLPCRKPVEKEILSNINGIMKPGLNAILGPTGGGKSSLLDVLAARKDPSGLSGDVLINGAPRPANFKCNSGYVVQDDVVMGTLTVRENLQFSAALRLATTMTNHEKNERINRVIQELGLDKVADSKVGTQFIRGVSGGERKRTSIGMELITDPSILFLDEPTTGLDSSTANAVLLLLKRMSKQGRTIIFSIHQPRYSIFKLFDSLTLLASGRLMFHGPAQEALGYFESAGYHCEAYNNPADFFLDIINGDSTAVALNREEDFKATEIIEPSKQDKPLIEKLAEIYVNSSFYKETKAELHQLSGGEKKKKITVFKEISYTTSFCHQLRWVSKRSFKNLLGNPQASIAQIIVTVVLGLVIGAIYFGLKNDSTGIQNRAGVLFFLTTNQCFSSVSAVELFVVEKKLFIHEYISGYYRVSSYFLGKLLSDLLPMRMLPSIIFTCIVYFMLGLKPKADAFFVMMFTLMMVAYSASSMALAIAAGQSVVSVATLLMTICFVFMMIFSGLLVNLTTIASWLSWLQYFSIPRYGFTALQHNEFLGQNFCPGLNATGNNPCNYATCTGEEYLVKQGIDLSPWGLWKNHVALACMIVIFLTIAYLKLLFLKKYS
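Test system: IgMXP3 (ABCG2) plus far-red-tagged CCRF-Adr (ABCB1) cells / Amount: 3 million cells/mL in well / Reagent: JC-1 transporter substrate / Timing: 10 min compound exposure, 25 °C / Signal: flow cytometry, 530 nm JC-1 signal / Read-out: percent efflux inhibition, scaled nicardipine 100% to DMSO 0% / Benchmarks: nicardipine as high control, DMSO as low control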
Avidin fluor: avidin bead compound fluorescence profile. actives 0.38% (n = 220,000). Avidin beads, compound fluorescence 488/530 nm, flow cytometry; active compounds read high. fluorescence (KMESF) at 10 µM; in the data active = fluorescence above about 47; also: inactives centre near 10
Pf gamet viab: inhibitors of late stage P. falciparum gametocyte viability | P. falciparum stage V gametocytes, ATP luminescence, 24 h | inhibition, % at 10.9 µM | actives 0.065% (n = 150,000);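 active = inhibition above the mean plus 3 SD of compounds within the control limits, set per campaign, cut at about 38% in these data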;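 also: 0% = DMSO wells and 100% = medium only without gametocytes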
RGS4-Gao reg: modulates binding of RGS4 to human Galphao | P09471 | Multiplexed bead flow cytometry; actives lie on both sides | binding response (% of control), % at 10 µM | actives 0.33% (n = 220,000) | AID 1415; in the data active = binding response below about 49% or above about 150%; inactive = in between;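 also: fluorescent Galphao activated with aluminum fluoride binding bead-coupled RGS4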
Mcl1 Bid PPI: disrupts binding of human Mcl-1 to Bid peptide; Q07820; TR-FRET Mcl-1/Bid-Dy647 peptide binding, 1536-well; inhibition, % at 21.7 µM; actives 0.97% (n = 220,000); AID 1021;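 active = compounds that cut the binding signal by more than half at the single screening dose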;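 also: His-tagged Mcl-1 with europium anti-His antibody binding Bid BH3 peptide; 0% = Mcl-1 plus peptide wells and 100% = peptide-only wells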
RGS8-Gao: regulators of human RGS8-Galphao interaction. response (percent of control binding), % at 10 µM. multiplexed bead flow cytometry, RGS8-Galphao binding; actives lie on both sides. actives 0.34% (n = 220,000). P09471; in the data active = response below about 60% or above about 140%; inactive = in between;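 also: Galphao activated as the GDP aluminium fluoride complex binding bead-coupled RGS8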
Mcl1 Noxa PPI: disrupts binding of human Mcl-1 to Noxa peptide; inhibition, % at 21.7 µM; TR-FRET Mcl-1/Noxa peptide binding, 2 h; actives 1.5% (n = 220,000); Q07820;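 active = compounds that cut the protein-peptide binding signal by more than 50% relative to plate controls in a single-dose test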;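 also: His-tagged Mcl-1 with rhodamine Noxa BH3 peptide and terbium anti-His antibody; 0% = Mcl-1 plus Noxa peptide wells and 100% = peptide-only wells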
* hit, by the source's call; ? = inconclusive; . = not tested or not shown.

SMILES	ABCB1 block	Bim-Mcl-1	GSH fluor	RGS7-Gao reg	ABCG2 block	Avidin fluor	Pf gamet viab	RGS4-Gao reg	Mcl1 Bid PPI	RGS8-Gao	Mcl1 Noxa PPI
OCCN(Cc1ccccc1)C(=S)Nc1ccc(Cl)cc1Cl	0.7	-3	22	106	14	5	9	104	-5	101	4
CS(=O)(=O)N(CCc1ccccc1)CC(=O)N1CCN(c2ccc(F)cc2)CC1	1.7	-3	20	105	3	19	.	103	-12	101	-6
CN(C)C(CNC(=O)CCOc1ccccc1)c1ccco1 (stereo unspecified)	1.1	-1	12	?	4	8	-21	93	-29	97	41
Cc1cc(C)nc(Nc2n[nH]c(-c3ccccc3C)n2)n1	0.7	-2	20	?	7	9	7	101	-24	99	4
Nc1nc(SC23CC4CC(CC(C4)C2)C3)ns1	.	.	.	?	.	7	-19	99	-71	99	6
Cc1ccc(N2C(=O)CSC23C(=O)Nc2ccccc23)cc1 (stereo unspecified)	0.2	-4	24	100	-2	11	.	104	-2	100	20
COc1ccc(CN2CCC(CO)(Cc3cccc(C(F)(F)F)c3)CC2)cc1Cn1cccn1	3.7	-1	8	102	2	10	11	104	-5	102	-12
COc1ccc(CNC(=O)/C=C/c2ccc(S(=O)(=O)N3CCOCC3)cc2)cc1	0.2	-3	63	99	2	27	-12	98	-11	101	17
CN(Cc1ccccc1)C(=O)C1CCN(S(C)(=O)=O)CC1	0.6	0	14	102	3	12	24	98	3	102	1
Cc1cc(C)c(C)c(OCC(=O)O/N=C(\N)c2cccnc2)c1	.	.	.	?	.	6	17	93	10	97	7
COCCNc1nnc(SCC(=O)N2CCN(S(=O)(=O)c3ccccc3)CC2)s1	-0.1	-6	24	102	0	12	.	101	-12	99	-7
O=[N+]([O-])c1ccc(S(=O)(=O)N2CCN(Cc3c[nH]c4ccccc34)CC2)cc1	0.8	0	53	98	3	8	5	102	26	104	11
Cc1ccc(NC(=O)C2=C(O)c3ccccc3N(C)S2(=O)=O)cc1	0.2	2	14	93	3	37	.	99	-19	98	12
Cc1nc(Nc2cccc(O)c2)c2c3c(sc2n1)CCC3	.	.	.	?	.	7	22	103	-41	105	41
O=C(CCS(=O)(=O)c1ccc(Br)s1)NCc1ccccc1	0.7	-3	10	107	3	9	22	100	-14	100	-11
O=C(NCc1ccc2c(c1)OCO2)c1cc(-c2ccncc2)nc2ccccc12	.	.	.	?	.	7	-2	105	-60	102	18
Cc1ccc(NC(=S)N(CCCN2CCC(C)CC2)Cc2ccco2)cc1C	-0.3	-4	14	?	-1	9	-7	98	-44	101	10
Cc1ccc(/C=C(\NC(=O)c2ccccc2)C(=O)NCCc2ccccn2)o1	-0.4	2	12	93	-2	8	13	96	-43	95	-8
O=C(NCc1ccc(Cl)cc1)C(=O)Nc1nccs1	0.1	-23	9	98	-1	26	-12	101	-8	100	-3
Cc1cc(/C=C2\C(=N)N3N=CSC3=NC2=O)c(C)n1Cc1ccccc1	.	.	.	?	.	8	-8	97	-22	99	29
Cc1nc2nc[nH]n2c(=O)c1CCOC(=O)c1ccccc1F	-0.3	-2	17	105	-2	6	-2	104	5	103	3
COc1ccc(CNC(=O)C/C(C)=N/NC(=O)COc2ccccc2)cc1	0.3	1	20	98	2	10	9	100	-20	100	4
Cc1[nH]c2ccccc2c1CN1CCc2ccccc2C1	0.9	0	24	100	3	10	.	100	51*	100	.
COc1ccc(CN=C2NC(=O)CC(C(=O)Nc3ccccc3C)S2)cc1 (stereo unspecified)	-0.3	-2	12	100	0	11	-7	105	-17	99	-9
Cc1nc(/C(N)=N/OC(=O)c2ccccc2Cl)c(C(F)(F)F)o1	.	.	.	?	.	7	7	99	-14	101	16
CC(=O)Cn1ncc(Br)c(Br)c1=O	-0.1	-1	20	96	-2	8	-11	97	-17	98	3
CC(Oc1cccc(Cl)c1)c1ccnc2nc(/N=C/N(C)C)nn12 (stereo unspecified)	0.5	0	15	100	8	14	-3	101	46	103	18
O=c1c(-c2ccccc2)c(O)cc(-c2ccncc2)n1-c1ccc(Cl)cc1	0.2	1	8	97	8	8	.	98	-32	102	9
CCc1ccc(CN(C)C(=O)CCc2nnc(CCc3ccccc3OC)o2)nc1	0.7	-3	13	96	3	12	-8	94	-15	101	18
Cc1ccc(-c2nc(C#N)c(NCCN3CCCCC3)o2)cc1	0.9	0	16	101	6	9	6	104	-6	101	28
OCC[C@H]1C[C@H](O)[C@@H](O)[C@@]2(CCCCO2)O1	0.0	-3	17	102	0	11	27	101	-5	101	-15
COc1ccc(CNC(=O)C(NC(C)=O)C(=O)Nc2ccc(OC)cc2)cc1 (stereo unspecified)	0.4	-5	30	99	6	11	12	99	-19	99	-9
CC1CCCC(C)N1C(=O)CN1C(=O)C(C)(C)Oc2ccc(C(=O)NC3CCCC3)cc21 (stereo unspecified)	2.0	-3	41	.	6	.	-14	.	-10	.	-14
COC(=O)c1cc(NC(=O)C2(S(=O)(=O)c3ccc(Cl)cc3)CC2)cc(C(=O)OC)c1	14	-3	13	97	12	1	-4	94	6	92	1
O=C(CSc1nnc(-c2ccccc2)n1-c1ccccc1)NCc1ccco1	0.5	2	15	102	2	20	.	101	-46	98	12
CC(C)c1ccc(N2C(=O)[C@@H]3Cc4ccccc4CN3C2=O)cc1	0.3	2	23	97	5	11	.	102	-10	102	8
CC1(C)CC(=O)C2=C(C1)Nc1cc(Cl)ccc1S2	.	.	.	?	.	2	13	82	-33	93	8
CCC(C)(C)n1nnnc1C(c1ccc2ncccc2c1)N1CCN(Cc2ccc3c(c2)OCO3)CC1 (stereo unspecified)	4.6	0	10	98	2	10	.	106	-52	98	-4
Cc1ccc(N(CC(=O)NCc2cccnc2)S(C)(=O)=O)cc1C	0.0	-1	17	103	0	15	.	107	-17	99	4
O=C(CN(Cc1ccccc1)S(=O)(=O)c1ccccc1)N1CCOCC1	0.8	-3	11	100	8	8	-4	100	-3	101	-5
Cn1c(N/N=C\c2cccc(O)c2)cc(=O)n(C)c1=O	0.3	-2	9	97	14	11	3	100	-12	99	-9
O=C(NC(Cc1c[nH]c2ccccc12)C(=O)OCC(=O)c1cccc2ccccc12)c1cccs1 (stereo unspecified)	-0.4	-3	10	102	-4	11	-17	103	-15	104	12
COc1cccc(OC)c1-c1nn(-c2ncc(C(F)(F)F)cc2Cl)c(=O)o1	.	.	.	?	.	8	-3	98	-31	99	14
Cc1ccc(NC(=O)Nc2ccc3c(c2)C(=O)OC3)cc1Cl	.	.	.	?	.	5	15	104	-10	103	5
CC(C)(C)C(=O)Nc1ccccc1C(=O)NCc1cccnc1	.	.	.	?	.	9	1	101	7	102	2
COc1ccc(C(=O)OCC(=O)Nc2ccc(Cl)c(C(F)(F)F)c2)c(OC)c1OC	0.7	-3	19	96	3	13	-41	101	17	102	15
Nc1nc(CSC(=S)N2CCN(c3ccccc3)CC2)nc(Nc2ccc(F)cc2)n1	0.5	0	12	102	3	12	.	101	-21	102	15
CC1=CN2C(=N)/C(=C/c3ccc([N+](=O)[O-])o3)C(=O)N=C2S1	4.6	-3	10	90	-14	9	-16	99	6	93	65*
Cc1ccccc1Cn1ccc(NC(=O)c2nc3ncccn3n2)n1	0.8	-2	19	102	4	9	3	100	-4	103	0
Cc1ccc(NC(=O)COC(=O)c2cccnc2Cl)cc1S(=O)(=O)N1CCCCC1	1.2	-5	16	?	12	8	-5	92	-18	92	8
O=C(COC(=O)c1ccc(S(=O)(=O)N2CCCC2)cc1)NCc1ccco1	.	.	.	.	.	5	-14	93	-57	101	22
CC(=O)NC1C(Oc2ccc3c(C)cc(=O)oc3c2)OC(COC(C)=O)C(OC(C)=O)C1OC(C)=O (stereo unspecified)	0.5	-1	15	100	1	11	4	99	-10	103	0
O=C(NNC(=S)Nc1ccc(F)cc1)C1CC1c1ccc(Cl)cc1 (stereo unspecified)	-0.7	-1	23	100	27	15	4	100	-48	100	-59
COc1cccc(C2CC(c3ccc(Cl)cc3)Nc3nc(N)nn32)c1 (stereo unspecified)	-1.9	0	19	98	0	9	.	98	9	98	11
O=C(CCCN1C(=O)CCC1=O)Nc1cccc(C(F)(F)F)c1	0.4	1	13	91	1	6	14	98	-32	85	13
Cc1ccc(C(C(=O)NC2CCCCC2)N2CCC3(CC2)OCCO3)cc1 (stereo unspecified)	1.5	-4	21	101	23	28	.	100	6	101	8
Cn1cc(/C=N/n2cnc3sc4c(c3c2=O)CCCC4)c2ccccc21	1.1	0	5	105	4	18	3	106	-10	96	3
Fc1ccc(Cn2nnnc2C(c2cccs2)N2CCCCCC2)cc1 (stereo unspecified)	0.6	-1	34	145	2	62*	.	104	5	96	15
Cc1ccc(S(=O)(=O)N/N=C\c2ccc([N+](=O)[O-])o2)cc1	1.0	0	30	100	3	16	.	98	-23	96	10
N#C/C(=C\c1ccc(C(=O)O)cc1)S(=O)(=O)c1cc(Br)ccc1Br	-1.2	0	13	?	-5	13	.	99	-1	100	14

Remaining list, next part.
SMILES	ABCB1 block	Bim-Mcl-1	GSH fluor	RGS7-Gao reg	ABCG2 block	Avidin fluor	Pf gamet viab	RGS4-Gao reg	Mcl1 Bid PPI	RGS8-Gao	Mcl1 Noxa PPI
Cc1cccc(CSCCNC(=O)CCSc2ccccc2)c1	-0.8	-2	19	103	-2	5	.	105	-7	104	-16
N#C/C(=C\c1c(N2CCCCCC2)nc2ccccn2c1=O)C(=O)NCc1ccco1	.	.	.	?	.	6	8	103	-8	101	10
Cc1ccccc1/C=N/Nc1nc2ccccc2c(=O)n1O	.	.	.	?	.	7	1	97	-30	90	-31
O=C(NCC(=O)N(Cc1cccs1)C(C(=O)NC1CCCCC1)c1ccncc1)c1ccco1 (stereo unspecified)	0.0	-2	29	97	9	5	-9	97	-27	100	2
O=C(Cc1ccc(F)cc1)NCC1CCCO1 (stereo unspecified)	1.0	0	12	100	3	10	.	90	5	80	17
CCS(=O)(=O)c1ccc(S(=O)(=O)CC)s1	-0.2	0	31	104	-1	11	.	93	70*	97	-7
CCOC(=O)c1c(NC(=O)COC(=O)CCS(=O)(=O)c2ccc(C)cc2)sc(C)c1C	1.3	-5	19	102	13	10	-12	102	-4	100	0
C/C(=N\NC(=O)c1ccc([N+](=O)[O-])cc1)c1cc2ccccc2oc1=O	-0.2	-6	12	102	12	11	.	97	-60	98	-12
CCOCc1nnc(NC(=O)COC)s1	0.3	-2	26	100	-6	36	-13	104	7	107	-5
CCC(=O)Nc1sc(C(=O)N2CCCCC2)c(C)c1C#N	0.1	-1	34	102	1	10	-16	97	-29	99	-5
CCc1ccc2nc(SCC(=O)Nc3nnc(C)s3)c(C)cc2c1	0.0	-28	9	101	1	20	5	99	2	104	-17
COc1cc(S(=O)(=O)NCCN2CCOCC2)c(OC)cc1Cl	0.9	0	48	100	2	14	4	100	-33	100	1
